Screens: PubChem, National Center for Advancing Translational Sciences (NCATS)
D1 agonist = Allosteric Agonists of the Human D1 Dopamine Receptor: qHTS. activation, % at 2 µM. D(1A) dopamine receptor (Homo sapiens), P21728. AID 504660, 2011. HEK293 T-REx D1 cells, calcium flux, agonist mode. 360,000 compounds, 1% hits; in the data active = activation above about 30%; also: 0% is about no effect
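Inducible HEK293 T-REx D1 cells, force-coupled to calcium signalling, were plated at 4000 cells/well with tetracycline and held overnight at 30 C. After no-wash calcium dye loading, compound-evoked calcium rise over 180 s flagged agonists.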
LDHA block = qHTS assay for inhibitors of human lactate dehydrogenase. L-lactate dehydrogenase A chain (Homo sapiens), P00338. purified LDHA, NADH/diaphorase-resazurin fluorescence; stronger effect = lower value. activity change, % (values are at about 110 or 230 µM). 480,000 compounds, 0.15% hits. AID 1347041, 2019; in the data active = activity change below about -30%; inconclusive = mostly about -25% to -30%;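 also: plate controls were DMSO wells for no effect and wells without enzyme for full effect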
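Remaining NADH was detected by diaphorase (0.133 mg/mL) converting 37 µM resazurin to fluorescent resorufin, read at 0 and 20 minutes. The preceding 5-minute room-temperature reaction used 2 nM LDHA, 0.2 mM sodium pyruvate and 0.06 mM NADH at pH 7.4.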
D1 potentiator = Potentiators of Human D1 Dopamine Receptor: qHTS | D(1A) dopamine receptor (Homo sapiens), P21728 | HEK293 TREx D1 cells, calcium flux, dopamine EC20 potentiation | potentiation, % at 10 µM | 360,000 compounds, 0.036% hits | AID 504651, 2011; in the data active = potentiation above about 30%; also: 0% is about no effect
Vif-APOBEC3F blk = qHTS for Inhibitors of Vif-A3F Interactions: qHTS. 390,000 compounds, 0.2% hits. HeLa A3F-eYFP + Vif (tagged APOBEC3F with the HIV-1 protein that degrades it), YFP fluorescence increase. AID 602313, 2012. Potency, µM (top dose mostly 46.1 µM), inactives show top-dose activity, negative = active; also: potency is read from the fitted curve at half-maximal effect; % of control where 0% means no effect; nearly all actives have a fitted effect of over 65% in size
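HeLa cells stably expressing Vif plus C-terminally eYFP-tagged A3F were seeded, incubated overnight at 37 deg C, dosed with compound, incubated overnight again at 37 deg C. Yellow fluorescence (Ex 488/Em 500-530) reported blocked Vif-mediated A3F-eYFP degradation.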
D1 antagonist = Antagonist of Human D 1 Dopamine Receptor: qHTS; HEK293 TREx D1 cells, calcium flux, dopamine EC80; stronger effect = lower value; activity change, negative = inhibition, % at 10 µM; 360,000 compounds, 3.2% hits; AID 504652, 2011; in the data active = activity change below about -30%; also: % is scaled to controls: 0 for no effect and ±100 for the full control effect
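Calcium flux readout: force-coupled, inducible Hek293 Trex D1 line, cells induced overnight at 30 C with tetracycline, dye-loaded 30–90 min at RT. Antagonism scored against EC80 dopamine challenge given 180 s after compound.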
Glioma ERSR ind = qHTS for Inducers of the Endoplasmic Reticulum Stress Response (ERSR) in Human Glioma: qHTS | U87-MG GRP78 promoter luciferase reporter, 16 h | Potency, µM, inactives show at the highest dose activation, usual class: activators | 420,000 compounds, 0.02% hits; also: potency is read from the fitted curve at half-maximal effect; series mostly up to about 76 µM; % of control where 0% means no effect; nearly all actives have a fitted effect of over 35% in size
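Stably transfected U87-MG human glioma cells carrying a GRP78-based luminescent sensor were seeded at 1000 cells/well, pin-dosed with compounds and incubated 16 h. Luciferase reagent was then added, and end-point luminescence was read after 10 min at room temperature.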
Vif-A3G inh = qHTS for Inhibitors of Vif-A3G Interactions: qHTS; HeLa A3G-eYFP + Vif (tagged APOBEC3G with the HIV-1 protein that degrades it), YFP fluorescence, overnight; 410,000 compounds, 0.076% hits; Potency, µM (top dose mostly 46.1 µM), inactives show at the highest dose activity, negative = active, hits mostly inhibitors; DNA dC->dU-editing enzyme APOBEC-3G (Homo sapiens), Q9HC16;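 also: potency is read from the fitted curve at half-maximal effect; % is scaled to controls: 0 for no effect and ±100 for the full control effect; nearly all actives have a fitted effect of over 60% in size; hits raise eYFP signal because A3G escapes Vif-driven loss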
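Read-out is eYFP fluorescence (Ex 488/Em 500-530) from Vif-expressing HeLa A3G-eYFP cells; more signal means A3G escaped Vif-mediated degradation. Cells plated overnight, compound pinned in, incubated overnight at 37 deg C.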
D2 PAM = HTS Assay for Positive Allosteric Modulators of the Human D2 Dopamine Receptor: Primary Screen for Potentiators | D(2) dopamine receptor (Homo sapiens), P14416 | HEK293 T-REx D2, calcium flux, EC20 dopamine potentiation | potentiation, % at 10 µM | 340,000 compounds, 0.34% hits;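 active = potentiation over 3 SD above the plate norm, cut at about 30% in these data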; also: 0% is about no effect
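Cells plated with tetracycline inducer and held overnight at 30 C; calcium dye loaded 30–90 min at room temperature; baseline taken, compound added and read 180 s; EC20 dopamine then added and read 180 s.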
RXFP1 agonist = qHTS Assay for Agonists of the Relaxin Receptor RXFP1; AID 2676, 2010; Potency, µM (doses to about 57.5 µM), for the others: at the highest dose activation, hits mostly activators; 370,000 compounds, 0.3% hits; HEK293T-RXFP1 cAMP TR-FRET, 30 min; response scale: percent of porcine relaxin response, buffer zero; also: potency is read from the fitted curve at half-maximal effect; % is scaled to controls: 0 for no effect and ±100 for the full control effect; nearly all actives have a fitted effect of over 60% in size; many of its hits are not listed in these tables
Target sequence (Q9HBX9 whole entry, looked up): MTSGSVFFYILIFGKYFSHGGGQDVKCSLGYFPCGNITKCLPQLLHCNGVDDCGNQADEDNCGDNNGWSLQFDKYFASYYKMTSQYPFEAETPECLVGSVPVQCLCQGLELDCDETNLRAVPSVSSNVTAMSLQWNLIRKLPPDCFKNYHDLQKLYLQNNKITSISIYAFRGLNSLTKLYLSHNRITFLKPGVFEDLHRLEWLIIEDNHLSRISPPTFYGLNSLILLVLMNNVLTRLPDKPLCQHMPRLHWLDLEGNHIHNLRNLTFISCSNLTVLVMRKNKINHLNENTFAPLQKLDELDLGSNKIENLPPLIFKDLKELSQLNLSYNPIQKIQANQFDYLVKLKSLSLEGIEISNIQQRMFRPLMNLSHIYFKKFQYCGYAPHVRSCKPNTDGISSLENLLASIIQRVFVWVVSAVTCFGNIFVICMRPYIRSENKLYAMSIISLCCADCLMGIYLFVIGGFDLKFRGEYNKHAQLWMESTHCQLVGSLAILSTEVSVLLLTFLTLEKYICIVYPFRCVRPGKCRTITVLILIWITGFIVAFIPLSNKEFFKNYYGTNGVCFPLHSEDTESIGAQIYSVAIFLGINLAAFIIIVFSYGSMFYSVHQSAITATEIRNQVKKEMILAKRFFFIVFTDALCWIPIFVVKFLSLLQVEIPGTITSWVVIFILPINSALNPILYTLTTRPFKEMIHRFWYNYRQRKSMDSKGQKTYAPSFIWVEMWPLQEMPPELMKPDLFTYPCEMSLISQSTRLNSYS
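HEK293T cells stably expressing RXFP1 were pretreated with the PDE4 inhibitor Ro 20174, exposed to compounds for 30 min at 37C, lysed, and cAMP was read by TR-FRET. Data normalized to buffer (basal) and 29 nM porcine relaxin (100%).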
Active calls of the source: *; ? = inconclusive; nt = not tested or not shown; & = joins results of further samples. Unless noted, calls follow the shape of the dose curve; as a rule, active = well fitted curve in the direction sought with a large enough effect; inconclusive = small, poorly fitted or top-dose-only effect, or another doubt; inactive = no such curve, though single readings can be large; an effect the other way counts as inactive or inconclusive. Only part of the results is shown; count on the stated rates, not on these rows.

SMILES	D1 agonist	LDHA block	D1 potentiator	Vif-APOBEC3F blk	D1 antagonist	Glioma ERSR ind	Vif-A3G inh	D2 PAM	RXFP1 agonist
Cc1cc(NC(=O)CN2C(=O)NC(CC(C)C)C2=O)ccc1Br (centres undefined)	0	1	-8	9%	-8	0%	-15%	-10	-1.1%
C/C(CC(=O)Nc1ccc(Cl)cc1Cl)=N\NC(=O)c1ccncc1	4	0	8	8%	4	-1%	0%	11	-8.1%
COc1ccc(-n2nc(C(=O)NCC(=O)N3CCC(C)CC3)c3ccccc3c2=O)cc1Cl	1	0	nt	6%	-11	5%	5%	nt	8.1%
CCSc1nc2c(c(=O)n(C)c(=O)n2C)n1Cc1ccc(Cl)cc1	nt	-3&-19	nt	6%	nt	-5%	-8%	nt	nt
O=S(=O)(NCc1csc(-c2cccnc2)n1)c1ccc(F)cc1	1	0	-9	-8%	-16	3%	0%	7	6.6%
O=C(Nc1ccccc1N1CCOCC1)c1ccc(Cl)c(S(=O)(=O)NCc2ccco2)c1	1	-1	-3	-11%	8	-6%	-1%	nt	1.7%
COc1cccc(-c2nc(-c3ccc(Br)o3)no2)c1	8&3	2&3	6&2	12%&-5%	-3&-17	-1%&-6%	-1%&1%	-1&6	0.8%&2.6%
O=C(CSCc1ccc(F)cc1)Nc1ccc(F)cc1	2	-6	-2	0%	-18	7%	-7%	-6	2.4%
O=c1[nH]ncc2c3ccccc3n(Cc3cccc(Cl)c3)c12	52*	-4	-4	25µM*	13	1%	?	-3	3.4%
CCOC(=O)c1ccc(NC(=O)c2c(NCc3cccs3)sc3c2CCCCC3)cc1	5	4	-3	?	2	?	?	12	-1.1%
C#CCNC(=O)[C@H](Cc1ccc(C(=O)c2ccccc2)cc1)NC(=O)OC(C)(C)C	nt	-9	nt	-6%	nt	3%	-1%	nt	nt
Cc1cccnc1NC(=O)c1ccc(Br)o1	1	-4	1	5%	11	-1%	1%	10	-0.1%
Cc1ccc(CNS(=O)(=O)c2ccc(Br)s2)cc1	4	1	-8	-8%	-24	-4%	4%	-9	1.8%
CCOC(=O)Cc1c(C)nc2c(-c3ccccc3)c(C)[nH]n2c1=O	2	2	0	-1%	0	-2%	-1%	34*	-0.2%
CCOC(=O)c1cccc(NC(=O)c2oc3c(c2C)-c2nn(CC)cc2CC3)c1	21	31	-2	1%	9	-3%	-7%	5	1.2%
COc1ccc(/C=C/C(=O)N(c2ccccn2)C2CCCCC2)cc1OC	3	-19	3	11%	-4	-2%	3%	11	0.3%
O=C(CSc1nc2nccnc2c(=O)n1CCc1c[nH]c2ccccc12)Nc1ccccc1	4	1	-1	11%	-11	2%	-8%	6	0.3%
COCCCNC(=O)C1CCN(C(=O)c2cc3sccc3n2Cc2ccc(Cl)cc2)CC1	11	-9	-5	1%	-39*	-1%	2%	-9	-0.4%
CCCCN1Cc2cc(C(=O)c3cc(F)ccc3O)cnc2NC1=O	2	-3	-2	0%	-5	-7%	-26%	nt	1.1%
COCCN(C(=O)C1=COCCO1)c1c(N)n(Cc2ccccc2)c(=O)[nH]c1=O	1	-3	-5	-1%	-5	-3%	-2%	1	-0.1%
Cc1cc(C)nc(N2CCN(c3nnnn3-c3ccccc3)CC2)n1	0	-4	-3	nt	1	-6%	0%	-1	1.2%
CCCS(=O)(=O)N1CCCC(C(=O)NCCc2ccc(Cl)cc2)C1 (centres undefined)	1	-7	5	0%	-31*	-5%	2%	2	3.1%
CC(=O)Nc1ccc2nc(NC(=O)CS(=O)(=O)c3ccccc3)sc2c1	2	0	-5	-19%	12	-1%	-7%	-5	0.0%
CC1CC(C)CN(C(=O)c2ccc(Br)c(S(=O)(=O)N3CCOCC3)c2)C1 (centres undefined)	3	-6	-6	-1%	4	0%	0%	0	-1.2%
O=C1Nc2ccccc2/C1=N\N=C\C1=C(N2CCOCC2)C(=C\c2ccccc2)/CC1	2	nt	-5	nt	-16	nt	nt	8	1.6%
O=C(COC(=O)c1ccco1)NNC(=O)c1ccc(Cl)cc1	nt	0	nt	-3%	nt	0%	-1%	nt	nt
Cc1nc(NCc2ccco2)c2c3c(sc2n1)CCC3	3	1	-8	2%	-13	-2%	0%	3	3.9%
Cc1cc2nccc(-c3ccccn3)n2n1	1	-11	-1	-1%	-1	-2%	0%	7	4.9%
COc1ccc(O)c(C=NCC(C)N=Cc2cc(OC)ccc2O)c1 (centres undefined)	-3	13	8	-28%	19	4%	-1%	-3	3.9%
Cc1ccc(S(=O)(=O)Nc2ccc(N3CCOCC3)cc2)cc1	1	0	0	-3%	-22	-3%	-2%	0	0.6%

A second format for some results above.
Sequence of screens – D1 agonist, LDHA block, D1 potentiator, Vif-APOBEC3F blk, D1 antagonist, Glioma ERSR ind, Vif-A3G inh, D2 PAM, RXFP1 agonist
> COCCCNC(=O)C1CCN(C(=O)c2cc3sccc3n2Cc2ccc(Cl)cc2)CC1
    11, -9, -5, 1%, -39*, -1%, 2%, -9, -0.4%
> CCCCN1Cc2cc(C(=O)c3cc(F)ccc3O)cnc2NC1=O
    2, -3, -2, 0%, -5, -7%, -26%, nt, 1.1%
> COCCN(C(=O)C1=COCCO1)c1c(N)n(Cc2ccccc2)c(=O)[nH]c1=O
    1, -3, -5, -1%, -5, -3%, -2%, 1, -0.1%

Following part.
SMILES	D1 agonist	LDHA block	D1 potentiator	Vif-APOBEC3F blk	D1 antagonist	Glioma ERSR ind	Vif-A3G inh	D2 PAM	RXFP1 agonist
COc1cc2sc(-c3ccc(S(C)(=O)=O)cc3)c(-c3ccc4c(c3)OCO4)c2cc1OC	nt	-1	nt	-2%	nt	-3%	-1%	nt	nt
C[C@H](NC(=O)c1ccc(Br)cc1)C(=O)NCc1ccc(S(N)(=O)=O)cc1	6	-7	1	5%	3	-5%	0%	-6	1.9%
COc1ccc(CCNC(=O)C2CCC(=O)N(CC3CCCCC3)C2)cc1 (centres undefined)	4	-1	-2	-11%	28	2%	0%	2	-0.1%
Cn1cnc(Sc2ncnc3nc[nH]c23)c1[N+](=O)[O-]	1	1	3	-11%	5	-5%	?	2	0.0%
COCc1[nH][nH]c(=O)c1C=NCC(=O)OC	9	-2	-5	0%	12	-3%	-4%	6	1.3%
COc1ccc(-n2nnnc2SCC(=O)c2ccc3c(c2)OCCO3)c(OC)c1	7	-5	-1	1%	-14	-4%	1%	-3	11%
CN(C(=O)C1CCN(S(=O)(=O)c2cccs2)CC1)C1CCCCC1	6	-6	-2	1%	-3	0%	1%	-9	1.3%
CCOC(=O)C1CCN(S(=O)(=O)c2cc(-c3cc(C)no3)ccc2C)CC1	3	0	-4	3%	-23	-1%	3%	-2	-0.5%
CN1CCN(C(=O)CCS(=O)(=O)c2cc3c(cc2Cl)NC(=O)CO3)CC1	5	-2	-12	1%	-1	0%	3%	-3	5.4%
Cc1nc2cc(C(F)(F)F)ccc2n1C1CCN(CC(=O)N2CCCC2)CC1	1	-1	-5	7%	-2	-2%	-6%	-4	-0.5%
O=C1NC(=O)c2cc(NC(=O)C3COc4ccccc4O3)ccc21 (centres undefined)	8	3	-3	2%	-2	-5%	5%	-4	-4.8%
CC(C)C(NC(=O)Nc1ccccc1)C(=O)Nc1cccc(S(=O)(=O)N(C)C)c1 (centres undefined)	4	-6	-5	0%	-10	-5%	-2%	15	-5.7%
CN(C)C=NC(=O)c1cc(C(=O)c2ccccc2Cl)c[nH]1	3	2	2	1%	0	-4%	-9%	-4	0.1%
Cc1ccc(OCC(=O)Oc2c(C)cccc2C)cc1C	-3	0	3	-1%	40	-4%	0%	nt	-2.4%
O=C(N/N=C/c1ccccc1Br)C1CC1	0	-7	-8	11%	1	-3%	0%	-4	2.8%

Reformatted as a markdown table: three of the compounds above
| structure | D1 agonist | LDHA block | D1 potentiator | Vif-APOBEC3F blk | D1 antagonist | Glioma ERSR ind | Vif-A3G inh | D2 PAM | RXFP1 agonist |
| --- | --- | --- | --- | --- | --- | --- | --- | --- | --- |
| CN(C)C=NC(=O)c1cc(C(=O)c2ccccc2Cl)c[nH]1 | 3 | 2 | 2 | 1% | 0 | -4% | -9% | -4 | 0.1% |
| Cc1ccc(OCC(=O)Oc2c(C)cccc2C)cc1C | -3 | 0 | 3 | -1% | 40 | -4% | 0% | nt | -2.4% |
| O=C(N/N=C/c1ccccc1Br)C1CC1 | 0 | -7 | -8 | 11% | 1 | -3% | 0% | -4 | 2.8% |

Following part.
SMILES	D1 agonist	LDHA block	D1 potentiator	Vif-APOBEC3F blk	D1 antagonist	Glioma ERSR ind	Vif-A3G inh	D2 PAM	RXFP1 agonist
CCc1ccc2occ(CC(=O)Nc3c(C(=O)Nc4ccc(Cl)cc4)oc4ccccc34)c2c1	6	-5	-1	2%	-1	-5%	-3%	7	-0.6%
Cc1cc(S(=O)(=O)Nc2noc3ccccc23)ccc1F	5	-4	-9	-15%	-6	-4%	-1%	-5	-1.5%
Cc1ccc(NC(=O)Nc2cc(C(F)(F)F)c[nH]c2=O)cc1	1	-10	-7	-2%	-20	2%	0%	-3	0.3%
CCc1ccccc1NC(=O)CCC(=O)c1cccs1	2	1	2	-3%	-1	-1%	-4%	-7	-5.4%
